Assay outcomes (PubChem BioAssay)
OXTR ag = agonists of human oxytocin receptor | AID 2435 | 320,000 tested, 0.32% active | activation, % at 3 µM | CHO-OTR cells, Fluo-8 calcium fluorescence; normalized: DMSO 0%, oxytocin 100% | P30559;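 active = activation above the mean of all tested compounds plus 3 SD, cutoff set per screening run, cut at about 20% in these data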;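 also: peak over basal fluorescence ratio from a 100 s FLIPR kinetic read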
Target sequence (P30559 whole entry, looked up): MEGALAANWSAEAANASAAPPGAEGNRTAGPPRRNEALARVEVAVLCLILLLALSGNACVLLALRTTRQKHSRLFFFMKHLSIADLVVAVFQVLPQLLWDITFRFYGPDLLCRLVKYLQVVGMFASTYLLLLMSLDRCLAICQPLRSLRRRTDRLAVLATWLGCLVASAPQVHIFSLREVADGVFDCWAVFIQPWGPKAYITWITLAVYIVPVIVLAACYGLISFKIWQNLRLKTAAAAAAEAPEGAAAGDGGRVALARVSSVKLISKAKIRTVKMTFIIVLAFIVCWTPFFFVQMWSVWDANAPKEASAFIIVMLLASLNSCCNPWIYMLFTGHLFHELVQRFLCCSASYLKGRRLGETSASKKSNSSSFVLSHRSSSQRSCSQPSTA
MEKK2wt PB1 HTS = raises or lowers MEK5 binding to wildtype human MEKK2 PB1 domain; bead flow cytometry, Alexa488-MEK5 binding to MEKK2 WT; actives lie on both sides; binding response (% of control), % at 10 µM; 290,000 tested, 1.1% active; in the data active = binding response below about 67% or above about 130%
PHOSPHO1 block = inhibitors of human PHOSPHO1 phosphatase; Q8TCT1; recombinant PHOSPHO1, absorbance phosphatase assay; inhibition, % at 13.3 µM; 290,000 tested, 1.1% active; AID 1565; in the data active = inhibition above about 60%
M18AAP inhibitor = PfM18AAP enzyme inhibition | recombinant PfM18AAP, H-Glu-NHMec fluorogenic cleavage | inhibition, % at 7.35 µM | 290,000 tested, 1.2% active;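 active = inhibition above the campaign mean inhibition over all tested compounds plus 3 SD, cut at about 28% in these data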;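 also: 0% = plate median of test compound wells and 100% = 2 mM ZnCl2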
GPR7 antag = human neuropeptides B/W receptor 1 antagonism; GPR7-expressing cells, fluorescence antagonist assay; inhibition, % at 4.4 µM; 290,000 tested, 1.1% active; P48145; in the data active = inhibition above about 16%, passing the limit was not always enough;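 also: cells stimulated with the agonist NPW; 0% = agonist with vehicle and 100% = vehicle without agonist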
NALP1 inh = blocks the NALP1 inflammasome reconstituted in yeast. inhibition, % at 10 µM. S. cerevisiae NALP1/ASC/caspase-1 growth, X-gal OD620, 72 h. 280,000 tested, 0.61% active; in the data active = inhibition mostly above about 24%, no sharp cut-off; inactive = mostly below about 32%; also: some compounds called inactive have numbers as strong as hits
MEKK2mut PB1 HTS = signal of MEK5 binding to mutant human MEKK2 PB1 domain; bead flow cytometry, Alexa488-MEK5 binding to MEKK2 mutant; percent response, % at 10 µM; 290,000 tested, 0.35% active; in the data active = percent response above about 24%, passing the limit was not always enough; also: inactives centre near 1; some results filed as inactive read as strong as hits; reference of the scale not given here
FID counter = displaces DNA intercalator in HCV helicase counter-screen. DNA fluorescent intercalator displacement, fluorescence. inhibition, % at 7.9 µM. 290,000 tested, 0.17% active. AID 1845; in the data active = inhibition above about 37%;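 also: 0% = vehicle and 100% = reference compound; higher means more ethidium bromide displaced from hairpin DNA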
MEKK3 PB1 HTS = MEKK3-MEK5 PB1 interaction, increase or decrease; Q99759; 290,000 tested, 1.4% active; bead-based flow cytometry, Alexa488-MEK5 binding to MEKK3; actives lie on both sides; 0 = blocked by unlabeled MEK5, 100 = vehicle; binding response (% of control), % at 10 µM;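 active = binding response more than 3 SD above or below the average of its plate-row segment, actives on both sides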;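 also: Alexa488 bead fluorescence after subtracting the streptavidin-only scavenger bead signal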
Target sequence (Q99759 whole entry, looked up): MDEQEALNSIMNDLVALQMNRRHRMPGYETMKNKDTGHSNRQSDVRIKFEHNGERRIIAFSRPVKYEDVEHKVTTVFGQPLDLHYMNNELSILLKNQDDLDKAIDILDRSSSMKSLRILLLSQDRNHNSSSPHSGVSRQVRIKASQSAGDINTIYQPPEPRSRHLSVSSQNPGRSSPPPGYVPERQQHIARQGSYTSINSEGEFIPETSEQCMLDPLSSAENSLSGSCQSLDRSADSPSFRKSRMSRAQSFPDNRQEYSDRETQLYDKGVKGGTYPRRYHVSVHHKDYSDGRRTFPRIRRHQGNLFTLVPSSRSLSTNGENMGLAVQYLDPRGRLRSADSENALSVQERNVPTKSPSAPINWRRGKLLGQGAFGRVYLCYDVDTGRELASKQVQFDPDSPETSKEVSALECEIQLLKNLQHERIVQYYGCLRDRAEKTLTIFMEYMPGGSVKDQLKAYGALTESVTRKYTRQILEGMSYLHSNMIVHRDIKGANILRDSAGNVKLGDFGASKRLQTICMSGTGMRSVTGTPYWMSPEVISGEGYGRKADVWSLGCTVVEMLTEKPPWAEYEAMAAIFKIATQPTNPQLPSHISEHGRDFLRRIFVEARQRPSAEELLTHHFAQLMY
An asterisk follows results filed as active; . = not tested or not shown; [ ] = remark or other dose.

SMILES | OXTR ag | MEKK2wt PB1 HTS | PHOSPHO1 block | M18AAP inhibitor | GPR7 antag | NALP1 inh | MEKK2mut PB1 HTS | FID counter | MEKK3 PB1 HTS
Nc1c(C(=O)N/N=C/c2ccccc2Cl)oc2nc(-c3ccccc3)cc(-c3ccco3)c12 | 0.8 | 80 | 36 | -1 | -11 | . | -15 | -20 | 92
CSC(=S)N/N=C(\C)c1ccccc1 | -1.1 | 93 | -63 | 6 | -2 | -12 | -6 | -2 | 99
O=C1NCCN(Cc2ccoc2)C1CC(=O)N(Cc1ccccc1)CC1CCC1 (stereo unspecified) | -0.2 | 83 | 31 | 0 | -3 | 8 | -17 | -21 | 76
CC(=O)Nc1ccc(NC(=O)C/C(C)=N/NC(=O)COc2cc(C)c(Br)cc2Br)cc1 | -0.2 | 98 | -8 | -11 | 5 | -14 | -5 | -23 | 99
COc1cc(NC(=O)CCCNC(=O)c2ccc(Cl)cc2)cc(OC)c1OC | -0.9 | 99 | -2 | 2 | 4 | 14 | -6 | -13 | 100
COC(=O)CSc1nnc(-c2ccco2)o1 | 0.1 | 106 | 17 | -10 | 2 | 19 | 6 | 1 | 103
COc1ccc(S(=O)(=O)N2CCN(Cc3ccc4c(c3)OCO4)CC2)cc1F | -0.2 | 95 | 36 | -5 | 4 | 20 | -6 | -12 | 95
O=C(COC(=O)c1ccc(O)cc1)NCC1CCCO1 (stereo unspecified) | 0.5 | 96 | -21 | 2 | -9 | 12 | -4 | 5 | 99
Cc1ccc(NC(=O)CCC(=O)N/N=C/c2cc([N+](=O)[O-])ccc2O)cc1 | 0.2 | 98 | -16 | -1 | 3 | 26 | -1 | 1 | 102
CCc1nn2c(=O)cc(CSCC(=O)Nc3ccccc3Cl)nc2s1 | 1.2 | 101 | 26 | 4 | -12 | -2 | 1 | -14 | 102
C=C(C)CN1C(=O)c2ccccc2C1=O | 0.6 | 111 | 2 | 4 | -5 | 4 | 11 | -1 | 113
CCCCOC(=O)c1ccc(NC(=O)c2ccoc2C)cc1 | -0.5 | 87 | 16 | -5 | 11 | -1 | -11 | -10 | 78
O=C(NNC(=O)C1[C@H]2CCCC[C@@H]12)c1ccc(=O)oc1 (stereo partly specified) | -1.9 | 101 | 6 | 8 | -1 | -5 | -3 | -11 | 103
Cc1ccc(C(C(=O)NCc2ccccc2)N(C(=O)c2csnn2)C2CC2)cc1 (stereo unspecified) | 0.3 | 93 | 31 | 0 | 2 | 36 | -3 | -32 | 102
CCCn1nnnc1NCc1cc(Br)ccc1OC | -1.2 | 90 | -3 | 1 | -9 | 15 | -7 | -13 | 104

Some of the entries above, set out differently:
COc1ccc(S(=O)(=O)N2CCN(Cc3ccc4c(c3)OCO4)CC2)cc1F
  OXTR ag = -0.2; MEKK2wt PB1 HTS = 95; PHOSPHO1 block = 36; M18AAP inhibitor = -5; GPR7 antag = 4; NALP1 inh = 20; MEKK2mut PB1 HTS = -6; FID counter = -12; MEKK3 PB1 HTS = 95
O=C(COC(=O)c1ccc(O)cc1)NCC1CCCO1 (stereo unspecified)
  OXTR ag = 0.5; MEKK2wt PB1 HTS = 96; PHOSPHO1 block = -21; M18AAP inhibitor = 2; GPR7 antag = -9; NALP1 inh = 12; MEKK2mut PB1 HTS = -4; FID counter = 5; MEKK3 PB1 HTS = 99
Cc1ccc(NC(=O)CCC(=O)N/N=C/c2cc([N+](=O)[O-])ccc2O)cc1
  OXTR ag = 0.2; MEKK2wt PB1 HTS = 98; PHOSPHO1 block = -16; M18AAP inhibitor = -1; GPR7 antag = 3; NALP1 inh = 26; MEKK2mut PB1 HTS = -1; FID counter = 1; MEKK3 PB1 HTS = 102

(next part)
SMILES | OXTR ag | MEKK2wt PB1 HTS | PHOSPHO1 block | M18AAP inhibitor | GPR7 antag | NALP1 inh | MEKK2mut PB1 HTS | FID counter | MEKK3 PB1 HTS
N/C(=N\N=C\c1cccc([N+](=O)[O-])c1)c1nonc1N | -2.0 | 96 | 27 | 3 | -13 | . | 4 | 5 | 100
Cc1cc([N+](=O)[O-])ccc1NC(=O)C1CCCO1 (stereo unspecified) | -0.2 | 94 | -18 | -8 | -6 | 2 | -5 | 1 | 89
Cc1ccccc1OCC(=O)NNC(=O)C1CCCCC1C(=O)O (stereo unspecified) | 0.4 | 102 | -1 | 0 | 5 | 10 | -1 | -6 | 102
CCOc1cc(N2CCOCC2)c(OCC)cc1NCC(=O)N1CCN(Cc2ccccc2)CC1 | -0.1 | 96 | 38 | 12 | 3 | . | -3 | 3 | 99
O=C(c1cc(-c2cccc(O)c2)on1)N1CCCCCC1 | 2.2 | 99 | 28 | 11 | -15 | -14 | 4 | -20 | 100
O=C(CNc1cccc(C(F)(F)F)c1)N/N=C/C1CCCCC1 | -0.9 | 100 | -12 | -1 | -14 | 3 | -1 | -5 | 100
O=C1/C(=C/c2ccc(O)cc2)COc2ccccc21 | 4.3 | 105 | 32 | 13 | -2 | 18 | 0 | -1 | 102
CC(=O)Nc1ccc2nc(NC(=O)COc3ccc(C)cc3)sc2c1 | 0.1 | 104 | 14 | 4 | -4 | 9 | 6 | -8 | 105
O=C(Nc1nccs1)c1ccc(N2CCOCC2)c([N+](=O)[O-])c1 | 5.1 | 109 | 42 | -13 | -12 | 3 | 9 | 0 | 106
CC(=O)N1CCc2cc(NS(=O)(=O)c3cccs3)ccc21 | 2.0 | 102 | -30 | 8 | 0 | 20 | 4 | 0 | 98
CN(C)/C=C1/C=C(C=O)OC1=O | -0.1 | 102 | 45 | 15 | -1 | 13 | 8 | -5 | 103
NC(=S)N/N=C\c1c(OCc2ccccc2Cl)ccc2ccccc12 | -2.3 | 90 | 16 | 4 | -10 | -4 | -7 | -19 | 99
COc1ccccc1C(=O)NNC(=O)C(=O)Nc1ccc(C)c(Cl)c1 | 1.4 | 99 | 35 | -11 | -3 | 6 | 7 | -16 | 101
CCOC(=O)CSc1nc2nc(C)cc(C)n2n1 | -0.1 | 95 | -2 | -3 | 4 | 27 | 1 | 7 | 96
COc1ccc(-c2nc(CN3CCCCC3c3nccn3C)c(C)o2)c(C)c1C (stereo unspecified) | -2.4 | 108 | 27 | -2 | 0 | 4 | -3 | 4 | 103
COc1ccc(NC(=O)c2ccc(Br)c(S(=O)(=O)N3CCOCC3)c2)cc1 | 6.6 | 97 | 22 | -12 | -8 | 0 | 0 | -17 | 100
COc1ccc(NC(=O)CCCn2cnc3ccccc3c2=O)c(OC)c1 | -1.0 | 101 | 23 | 1 | 14 | 18 | 0 | -11 | 99
Cc1ccc(NC(=S)N2CC(C)OC(C)C2)cc1C (stereo unspecified) | . | 99 | -6 | -1 | -13 | -10 | 1 | -12 | 102
CC(C)CCn1c(O)c(N=NC(=O)Cn2ccc(C(F)(F)F)n2)c2ccccc21 | -1.9 | 99 | -12 | 0 | -7 | 25 | -2 | -2 | 96
CCC(C)[C@H](NC(=O)NCc1cccnc1)C(=O)OC (stereo partly specified) | 2.0 | 97 | 28 | -7 | -14 | -4 | -1 | -5 | 99
Cc1cccc(N2CCN(C(=O)COc3ccc4c(C)cc(=O)oc4c3C)CC2)c1C | -3.1 | 100 | 53 | 3 | 1 | 22 | 0 | -45 | 101
O=C(CSc1nc(-c2ccccc2)cs1)Nc1nccs1 | -0.4 | 98 | -34 | -5 | 27* | 18 | -4 | 0 | 102
O=C(CN1CCCCC1)NNC(=O)c1cccc(Br)c1 | 0.2 | 104 | 26 | 1 | 0 | 2 | -1 | -8 | 99
COc1ccc(O)c(C(=O)c2cc(C(=O)NCCc3ccccc3)c(=O)n(CCc3ccccc3)c2)c1 | -1.4 | 94 | -7 | -13 | -12 | 30 | -2 | -9 | 97
Cc1ccc(C)c(-n2c(-c3ccncc3)n[nH]c2=S)c1 | -0.2 | 102 | 13 | 16 | -18 | . | 6 | -8 | 107
CC(c1ccccn1)N(C)C(=O)c1ccc2nc(Cc3cccc(Cl)c3)oc2c1 (stereo unspecified) | -0.2 | 105 | 48 | -1 | 4 | -4 | 7 | -55 | 100
O=C1CSC(c2ccccn2)N1c1ccc(C(F)(F)F)cc1 (stereo unspecified) | -0.9 | 104 | -1 | 3 | -17 | . | 6 | -6 | 109
CCCCN(CCCC)C(=S)NC(=O)c1ccccc1Cl | -2.4 | 104 | 1 | 0 | -6 | 22 | 1 | -17 | 127
COc1ccc(/C=N/NC(=O)c2ccccc2OC)cc1COc1ccccc1[N+](=O)[O-] | -1.2 | 111 | -10 | -15 | 1 | 8 | 12 | -21 | 108
Cc1c(C(=O)NCCCN2CCCCC2)oc2ccc3c(c12)C(O)CC1(CCCCC1)O3 (stereo unspecified) | 3.3 | 113 | -4 | 2 | -1 | 18 | 3 | 22 | 99
O=C(OCc1cc2ccccc2[nH]c1=O)C1CCCO1 (stereo unspecified) | -0.2 | 99 | -2 | -8 | 8 | 5 | -1 | -1 | 98
Cc1c(Br)c(C(F)(F)F)nn1CC(=O)NCc1ccco1 | -1.5 | 92 | 7 | 0 | -1 | -7 | -9 | -2 | 97
CCOn1c(SCC)nc2ccccc2c1=O | -2.2 | 102 | -5 | -1 | 2 | 8 | -1 | -5 | 104
O=C(O)C1=C[C@H](c2ccc(F)cc2)C[C@H](OCc2ccc(CO)cc2)O1 | 0.7 | 107 | 22 | . | . | . | 2 | . | 108
COc1ccc(NC2c3ncccc3C(=O)N2Cc2ccccc2)c(OC)c1 (stereo unspecified) | 0.2 | 105 | 2 | 3 | -5 | -16 | 9 | -10 | 104
Cc1ccc(OCC(=O)Nc2cnn(CCCC(=O)O)c2)c([N+](=O)[O-])c1 | 0.5 | 94 | -28 | -10 | -16 | 4 | 1 | -8 | 103
C#CCOC(=O)/C(=C/C=C/c1ccccc1)NC(=O)c1ccccc1 | -2.2 | 99 | -12 | -9 | -17 | 25 | -2 | -15 | 100
Clc1nc2c(-c3ccccc3)nnn2c2ccccc12 | -0.2 | 90 | 27 | 4 | -10 | . | -23 | 3 | 87
O/N=C1\CCCc2nnc3c(c21)CCCC3 | -0.2 | 93 | -28 | 2 | -6 | 12 | 0 | -2 | 95
CN(CCO)c1ncnc2c1sc1nc(N3CCOCC3)c3c(c12)CCC3 | 0.1 | 95 | 39 | -20 | -2 | 5 | -6 | -24 | 96
CCC1CCCCN1CCCNC(=O)C1CCC(Cn2c(=O)[nH]c3ccccc3c2=O)CC1 (stereo unspecified) | 0.2 | 110 | -4 | -8 | 2 | 9 | -1 | 3 | 93
CN1CCN(c2ccc(NC(=O)c3ccc(Cl)cc3Cl)cc2)CC1 | 2.6 | 113 | -8 | 3 | -17 | 20 | 5 | 8 | 103
CC1Cc2ccccc2N1S(=O)(=O)c1cccs1 (stereo unspecified) | -1.9 | 8.0*[inhibitor] | 5 | 7 | -13 | 20 | 18 | -17 | 104
O=C1c2cccc3c(N4CCCCC4)ccc(c23)C(=O)N1c1ccc(O)cc1 | 22* | 86 | 15 | -7 | -3 | -1 | 1 | -2 | 96
O=C(COC(=O)c1c2c(nc3ccccc13)CCCC2)c1ccc(Br)s1 | -1.7 | 105 | 18 | -3 | -7 | 19 | 0 | 1 | 102
Cc1cc(NCCO)nc(N2CCOCC2)n1 | -0.4 | 103 | 32 | -2 | -1 | -8 | 7 | 6 | 105
Cc1cc(C)cc(N(C(=O)c2snc(C(N)=O)c2N)C(C(=O)NCC2CCCO2)c2ccc(C)o2)c1 (stereo unspecified) | -2.0 | 98 | 11 | 3 | -10 | -4 | 4 | -44 | 95
CCOc1ccc(N(CC)C(=O)c2cn(CC)c(=O)c3cc(OC)c(OC)cc23)cc1 | 0.4 | 104 | 18 | 0 | -1 | -1 | 3 | -41 | 101

One compound at a time, as listed above. Order of screens: OXTR ag, MEKK2wt PB1 HTS, PHOSPHO1 block, M18AAP inhibitor, GPR7 antag, NALP1 inh, MEKK2mut PB1 HTS, FID counter, MEKK3 PB1 HTS
Listed for `Cc1cc(NCCO)nc(N2CCOCC2)n1` = -0.4, 103, 32, -2, -1, -8, 7, 6, 105
Listed for `O/N=C1\CCCc2nnc3c(c21)CCCC3` = -0.2, 93, -28, 2, -6, 12, 0, -2, 95
